Screening results: PubChem BioAssay, Sanford-Burnham Center for Chemical Genomics
NALP3 yeast inh = inhibitors of NALP3 inflammasome in yeast | Yeast reconstituted NLRP3/ASC/caspase-1, beta-gal luminescence, 24 h | inhibition, % at 10 µM | hit rate 0.39% among 330,000;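 active = inhibition of 50% or more; inactive = inhibition below 50%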;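 also: plate controls were induced DMSO wells for no effect and uninduced yeast grown without galactose for full effect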
tim10-1 inh = tim10-1 yeast growth inhibition; inhibition, % at 20 µM; hit rate 2.2% among 330,000; S. cerevisiae tim10-1 ts strain growth, BacTiter-Glo, 24 h;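 active = inhibition of at least 40%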;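 also: mutant grown at 25 °C; 0% = DMSO wells with yeast and 100% = wells holding no yeast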
mIAP inh = blocks mouse intestinal alkaline phosphatase; inhibition, % at 10 µM; AID 2806; purified mouse IAP, CDP-Star luminescence, 30 min; hit rate 0.2% among 330,000;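 active = inhibition of at least 40% at 10 µM in the primary screen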;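 also: plate controls were DMSO with enzyme for no effect and no enzyme wells for full effect; values of inactives mirror those of a sister screen read the other way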
APOBEC3A inh = inhibitors of human APOBEC3A DNA deaminase; recombinant A3A, FAM/TAMRA ssDNA deamination fluorescence; inhibition, % at 20 µM; hit rate 0.41% among 330,000; AID 493011;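 active = at least 40% inhibition at 20 µM here, with at most 30% in a related deaminase screen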;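 also: plate controls were A3A with DMSO for no effect and wells lacking A3A enzyme for full effect; some results filed as inactive read as strong as hits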
Target sequence (P31941 whole entry, looked up): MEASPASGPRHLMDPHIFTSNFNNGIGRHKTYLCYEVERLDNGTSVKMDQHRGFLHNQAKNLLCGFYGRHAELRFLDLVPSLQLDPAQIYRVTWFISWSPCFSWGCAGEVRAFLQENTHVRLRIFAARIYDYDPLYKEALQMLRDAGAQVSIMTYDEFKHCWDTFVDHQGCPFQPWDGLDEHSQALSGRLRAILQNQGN
hIAP block = blocks human intestinal alkaline phosphatase | purified IAP, CDP-Star luminescence, 30 min | inhibition, % at 10 µM | hit rate 0.12% among 330,000;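 active = inhibition reaching a set limit with compound at 10 µM in the primary screen, cut at about 35% in these data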;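 also: plate controls were DMSO wells with enzyme for no effect and no-enzyme buffer wells for full effect; values of inactives mirror those of a sister screen read the other way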
beta cell repl = inducers of beta-cell replication in MIN6 cells; MIN6 cells proliferation, ATPlite luminescence, 48 h; cells starved in 0.2% serum; 100% = growth in 10% serum; proliferation, % at 10 µM; hit rate 0.29% among 330,000; AID 2380;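 active = compounds whose signal lies at least 3.5 SD above the mean of all wells on their plate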;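 also: 0% = DMSO-treated cells in low-serum medium and 100% = 10% serum control; some compounds called inactive have numbers as strong as hits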
A3G deaminase = APOBEC3G (human) deaminase inhibition. inhibition, % at 20 µM. recombinant A3G, ssDNA deamination FAM/TAMRA fluorescence. Q9HC16. hit rate 0.28% among 330,000;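 active = inhibition of at least 40% at 20 µM, with no more than 30% in the related APOBEC3A deaminase screen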;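 also: plate controls were DMSO wells with A3G for no effect and wells lacking A3G enzyme for full effect; some compounds called inactive have numbers as strong as hits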
Target sequence (Q9HC16 whole entry, looked up): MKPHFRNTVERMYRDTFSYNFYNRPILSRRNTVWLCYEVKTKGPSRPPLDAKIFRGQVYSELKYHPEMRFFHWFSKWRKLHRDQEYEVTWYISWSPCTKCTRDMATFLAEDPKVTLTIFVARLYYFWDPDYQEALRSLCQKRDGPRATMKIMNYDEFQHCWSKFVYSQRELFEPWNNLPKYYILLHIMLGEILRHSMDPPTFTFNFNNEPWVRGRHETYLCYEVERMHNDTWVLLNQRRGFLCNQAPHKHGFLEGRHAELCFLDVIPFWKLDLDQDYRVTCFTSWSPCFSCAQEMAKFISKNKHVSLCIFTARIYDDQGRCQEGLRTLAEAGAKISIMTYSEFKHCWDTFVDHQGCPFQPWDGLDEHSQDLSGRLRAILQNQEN
mIAP activ = mouse IAP activation. muIAP, CDP-Star luminescence, 30 min; hits give high values; 1 = vehicle-only enzyme signal, 0 = enzyme-free wells. activation factor at 10 µM. hit rate 0.24% among 330,000. AID 2805;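 active = activation factor of at least 2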; also: the source names both 10 and 20 µM as test concentration; values of inactives mirror those of a sister screen read the other way
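Assay system: mouse IAP enzyme / Compound: DMSO-dissolved test compounds / Timing: 30 min, room temperature / Measured by: luminescence from enzymatic CDP-Star hydrolysis / Control set: DMSO-only wells, enzyme-free buffer wells as negative control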
TIM10 inh = inhibits growth of TIM10 yeast strain | S. cerevisiae TIM10 strain growth, BacTiter-Glo luminescence, 24 h | inhibition, % at 10 µM | hit rate 1.4% among 330,000;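 active = inhibition of 40% or more at the single tested concentration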;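 also: wild-type TIM10 isogenic control strain grown at permissive 25 °C; 0% = DMSO yeast wells and 100% = minimal medium wells without yeast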
Active calls of the source: *; nt = not tested or not shown.

SMILES	NALP3 yeast inh	tim10-1 inh	mIAP inh	APOBEC3A inh	hIAP block	beta cell repl	A3G deaminase	mIAP activ	TIM10 inh
COc1ccc(-c2nc3scc(-c4ccccc4)n3n2)cc1	20	24	2	-1	-5	-2	-3	0.98	23
FC(F)Oc1cccc2cccnc12	20	9	-12	-6	-22	-3	1	1.1	-12
CC(C)(C)c1cc(CP(=O)(c2ccccc2)c2ccccc2)cc(C(C)(C)C)c1O	21	38	-10	-2	-8	-5	1	1.1	14
O=C(O)C1CC=CCC1C(=O)c1ccccc1 (stereo not given)	2	10	4	-1	8	4	-12	0.96	-1
CC(C)C[C@H](NC(=O)C1CCC(CNC(=O)[C@@H]2CCCN2C(=O)OC(C)(C)C)CC1)C(=O)O (stereo not given in full)	9	9	6	2	11	-1	-2	0.94	2
CCN(C(=O)CN1C(=O)/C(=C/c2ccc(F)cc2)SC1=S)C1CCS(=O)(=O)C1 (stereo not given)	13	7	8	-1	-52	2	-4	0.92	2
COc1ccc(CSc2nc3ccccc3c(=O)[nH]2)cc1F	19	13	-10	0	6	2	-10	1.1	14
COc1ccc2ccc(O)c(CN(C)CC(=O)Nc3ccccc3C(F)(F)F)c2c1	10	12	-5	-1	-42	-3	-12	1.1	4
CCOC(=O)C1(CC2CCCCO2)CCN(Cc2nc(-c3cccs3)oc2C)CC1 (stereo not given)	7	12	-5	1	-46	-3	-4	1	8
Cc1cccc(NS(=O)(=O)c2cc3c(cc2C)n(C)c(=O)c(=O)n3C)c1	-1	2	1	-3	-6	-3	-10	0.99	6
CCN(CC(=O)NC1CCS(=O)(=O)C1)Cc1nc2c(Br)cc(Br)cc2c(=O)[nH]1 (stereo not given)	11	1	-6	19	-47	-1	-3	1.1	-9
CN1CCN(c2ccc(NC(=O)c3cc(S(N)(=O)=O)ccc3N3CCOCC3)cc2)CC1	19	-90	-7	-4	-3	-4	-8	1.1	-243
CC1CCN(c2ccc3c(c2)S(=O)(=O)c2cccc(C(=O)NC4CC4)c2C3=O)CC1	25	1	10	-4	4	-3	-1	0.91	1
Cc1ccc(S(=O)(=O)N(C)c2ccc(C(=O)Nc3cccc(C)n3)cc2)cc1	27	27	-4	-2	16	-1	-8	1	16
Cc1ccc(NC(=O)CCSc2ccccc2)c(C)c1	34	2	1	-2	1	-2	-5	0.99	-5
COc1ccc(OC)c(NC(=O)COc2coc(CN3CCc4ccccc43)cc2=O)c1	14	3	-1	1	2	-1	1	1	10
C=CCN1C(=O)C2C(C(=O)NC3CCCC3)C3C=CC2(O3)C1C(=O)NC1CCCC1 (stereo not given)	-5	6	-1	-2	-13	3	-7	1	-8
COc1ccc(C(C)NC(=O)c2ccccc2)cc1 (stereo not given)	16	-5	8	-3	4	0	-5	0.92	-1
COc1cc(S(=O)(=O)NCc2ccc(F)cc2)ccc1-n1cnnn1	6	-3	6	-2	13	0	-8	0.94	-3
O=C(CSc1nnc(CCc2nc3ccccc3[nH]2)n1-c1ccccc1)NCc1ccco1	16	-11	-7	3	10	-2	1	1.1	-3
COc1ccc(NC(=O)CN(C)C(=O)CC2CCCC2)cc1	17	-12	-4	-1	-8	2	-7	1	5
CC(=O)Cc1nsc(NC(=O)c2ccc(-c3ccc(Cl)cc3Cl)o2)n1	6	46*	18	-1	4	-5	-2	0.82	7
CCn1c(SCC(=O)NC2CCCCC2)nnc1-c1ccccc1F	6	-31	2	-1	-13	-3	-6	0.98	-16
CCOC(=O)C1=C(O)/C(=C\c2cccc(OC)c2)N=C1C	-2	-7	0	0	6	0	-1	1	4
CCc1cc(=O)oc2cc(C)cc(OCC(=O)NCc3cccnc3)c12	-2	-12	6	-4	3	1	-6	0.94	4
COc1ccc(-n2nc(C(=O)O)nc2-c2ccccc2)cc1	10	-1	3	-3	-11	0	-2	0.97	5
NC(=O)CC12CC3CC(C1)CC(CC(N)=O)(C3)C2	0	13	-4	1	0	-3	-2	1	2
CCOC(=O)Cc1csc(NC(=O)CSc2nnc(-c3ccc(F)cc3)o2)n1	-6	6	3	-7	-15	-3	-9	0.97	1
COc1ccc(OCCSc2nnnn2C2CCCCC2)cc1	9	28	2	0	14	-3	-7	0.98	7
CC(C)CCNC(=O)NC(=O)CSc1nnc(-c2ccccc2F)n1N	-20	12	-8	-4	9	-1	-6	1.1	1
Cc1cc(C)n2c(SCC(=O)N(CC(C)C)c3c(N)n(CC(C)C)c(=O)[nH]c3=O)nnc2n1	2	14	-2	38	0	0	42	1	0
CCOC(=O)Cc1cnc(NC(=O)CSc2nc(N)cc(=O)[nH]2)s1	24	-7	7	13	-14	0	0	0.93	-5
Cc1nc(SCC(=O)NCc2ccccc2)c2c(=O)n(C)c(=O)n(C)c2n1	7	11	-3	2	6	-1	2	1	-4
CCC1CCCCN1CCCNC(=O)CNC(=O)c1nn(-c2ccc(OC)cc2)c(=O)c2ccccc12 (stereo not given)	21	11	-7	2	16	0	-5	1.1	-2
CCc1ccc(-c2cc(C)no2)cc1S(=O)(=O)N1CCC(C)CC1	22	14	0	-2	0	-3	-4	1	-1
C=CCc1c(C)nc(SCCC)[nH]c1=O	-7	-13	-8	-3	-7	-2	-2	1.1	-23
COc1ccccc1/C=C/C(=O)Nc1cccnc1Cl	35	8	1	-3	-5	-5	-4	0.99	7
CCOC(=O)c1sc(NC(=O)C2CC(=O)N(c3ccccc3OC)C2)nc1C (stereo not given)	11	-1	-15	-2	-11	-1	-8	1.2	-1
COc1ccc(/C=N/NC(=O)C(O)(c2ccccc2)c2ccccc2)cc1OC	-4	6	-12	5	2	1	-6	1.1	1
Cc1ccc(NC(=O)COc2ccc(C3SCCS3)cc2)cc1	14	-7	0	2	-4	0	1	1	-1

4 of the entries above in order of their number in A3G deaminase, smallest number first:
mol | A3G deaminase
CCn1c(SCC(=O)NC2CCCCC2)nnc1-c1ccccc1F | -6
C=CCc1c(C)nc(SCCC)[nH]c1=O | -2
CCOC(=O)Cc1cnc(NC(=O)CSc2nc(N)cc(=O)[nH]2)s1 | 0
Cc1nc(SCC(=O)NCc2ccccc2)c2c(=O)n(C)c(=O)n(C)c2n1 | 2

Next part
SMILES	NALP3 yeast inh	tim10-1 inh	mIAP inh	APOBEC3A inh	hIAP block	beta cell repl	A3G deaminase	mIAP activ	TIM10 inh
CCOC(=O)C1Nc2ccc(Br)cc2C2C=CCC12 (stereo not given)	9	29	14	-1	27	-4	12	0.86	11
COc1ccccc1NC(=O)C1=C(C)Nc2nc3ccccc3n2C1c1cccs1 (stereo not given)	9	25	31	-2	-10	0	-1	0.69	12
CC(=O)COc1ccc2c(C)c(-c3ccccc3)c(=O)oc2c1	20	9	4	-2	13	0	-8	0.96	0
Cc1ccc2[nH]c(SCC(=O)N3CCOCC3)nc2c1C	14	-5	2	-5	16	-3	-8	0.98	0
COc1ccccc1NS(=O)(=O)c1ccc(O)c(C(=O)OCC(=O)N2CCc3ccccc32)c1	7	15	-20	20	2	-2	0	1.2	11
CC(C)[C@H]1COCCS(=O)(=O)N1Cc1ccccc1-c1ccc(C(C)(C)C)cc1	nt	22	-6	6	nt	nt	5	1.1	-1
COc1cccc(NC(=O)NC2(C(=O)N3CCC(O)CC3)CCCCC2)c1	7	-7	-3	-3	-2	0	-6	1	12
C=CCc1cccc(/C=N/NC(=O)c2ccccc2OC)c1O	5	49*	10	-2	-58	-6	-8	0.9	57*
O=C(O)c1cc(-c2ccccc2)nn1CC1CC(c2cccnc2)=NO1 (stereo not given)	2	-4	6	-2	1	-3	-7	0.94	-4
C=CCn1c(SCC(=O)Nc2cc(C)on2)nnc1C1COc2ccccc2O1 (stereo not given)	-9	7	-15	-7	-14	-2	-4	1.2	-2
CN(C)CCNC(=O)/C(=C/c1cccc([N+](=O)[O-])c1)NC(=O)c1ccccc1	-12	5	0	-4	19	-2	-9	1	9
O=C(N=C1SCC(=O)N1c1ccccc1)c1ccco1	8	9	7	3	10	0	-1	0.93	10
CCOC(=O)[C@H]1[C@H]2COc3ccc(OC)cc3[C@@H]2N2C(=O)CN(Cc3ccc(C)cc3)C(=O)[C@@]12C	15	21	5	-5	-2	-1	-7	0.95	12
O=C(c1cccc([N+](=O)[O-])c1)c1ccccn1	1	3	-5	4	-3	-3	-1	1.1	0
COc1ccc(CCNC(=O)C2CCCN(S(=O)(=O)c3ccc(OC)cc3)C2)cc1 (stereo not given)	13	1	-3	-5	-5	-2	-12	1	23
CCOC(=O)C1=C(c2ccccc2)NC(SCC)=C(C#N)C1c1cccnc1 (stereo not given)	9	9	10	4	7	-3	0	0.9	-17
CCC(=O)N1CCc2cc(S(=O)(=O)NCCC(=O)N3CCc4ccccc4C3)ccc21	3	-15	6	-1	-15	-5	-2	0.94	9
CCOC(=O)/C(C#N)=N/Nc1c(S(=O)(=O)Cc2ccco2)csc1C(=O)OC	26	26	14	7	-22	0	9	0.86	8
COC(=O)C1N[C@@H]([C@@H](NC(=O)COc2ccccc2)C(=O)NCc2ccsc2)SC1(C)C (stereo not given in full)	1	13	-6	-1	7	0	-4	1.1	1
CC(C)c1ccc(C2NC(=S)NC3=C2C(=O)CCC3)cc1 (stereo not given)	14	14	0	2	-29	0	-7	1	-6
CC(=O)c1cccc(N(CC(=O)NC2CCCC2)C(=O)c2csnn2)c1	-2	-6	-2	0	8	-3	-4	1	3
Clc1cccc(OCCN2CCCC2)c1	16	12	6	11	5	3	-5	0.94	-1
CC(C)(C)CN1CCNC(=O)C1CC(=O)NCCc1ccccc1C(F)(F)F (stereo not given)	16	12	-8	-1	2	-1	-5	1.1	17
COCC1CCCN(C(=O)c2ccc3nc(Cc4cccc(Cl)c4)oc3c2)C1 (stereo not given)	21	37	-4	2	-8	-1	-1	1	16
COc1ccc(NC(=O)/C(C#N)=C\c2ccc(N3CCOCC3)o2)cc1	38	20	20	-10	39*	-5	-20	0.8	6
CCNC(=S)N/N=C1\C(=O)c2cccc3cccc1c23	12	24	14	-3	13	-3	-3	0.85	21
CCOC(=O)c1oc2cc(O)cc(O)c2c(=O)c1OCc1ccccc1	20	3	3	-3	14	-1	-6	0.97	-3
COc1ccc2nc3n(c(=O)c2c1)-c1cc(Cl)ccc1C(=O)NC3Cc1ccccc1 (stereo not given)	14	13	8	-2	10	2	-9	0.92	6
Cc1c(C(=O)Nc2ccc(N3CCOCC3)cc2)oc2ccccc12	11	15	-4	3	17	-4	-3	1	22
O=C(OC1Cn2c(=O)ccc(=O)n2C1)c1ccccc1	16	10	0	-2	-19	0	-8	1	-2
CCOC(=O)C1=NN(C(=O)c2ccco2)C2(CC2)C1	5	11	8	1	1	0	-3	0.92	11
O=c1cc(-c2ccccc2)oc2ccc(Br)cc12	33	4	14	0	18	-3	-3	0.86	1
CCN(CC)C(=O)CN1CCN(c2ncccn2)CC1	13	-11	-2	1	-11	-2	7	1	-9
COc1ccc(/C=C/C(=O)OCc2nc3ccccc3c(=O)[nH]2)c(OC)c1	12	8	-3	-2	-17	-1	-7	1	-9
COc1ccc(C(=O)C(C)OC(=O)CN2C(=O)c3ccccc3C2=O)cc1 (stereo not given)	6	11	-6	3	-19	3	-4	1.1	-8
O=C(c1cc2ncc(Br)cn2n1)N1CCCCC1	-3	6	5	1	10	2	-2	0.95	14
